Compound activity deposited in PubChem BioAssay by several laboratories.
HTR5A inv ctr = HTR5A inverse agonism, opioid heterodimer counter-screen; P47898; HTR5A cell line, luminescence; inhibition, % at 9.3 µM; 0.083% of 340,000 active; AID 504634; in the data active means inhibition mostly above about 23%, no sharp cut-off; inactive means mostly below about 18%;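 further: 0% = cells with DMSO and 100% = no-cell wells with DMSO; some compounds called inactive have numbers as strong as hits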
CAL PDZ FP = CAL PDZ (human) peptide binding inhibition; purified CAL PDZ, TMR-peptide fluorescence polarization, 1 h; inhibition, % at 24.9 µM; 0.92% of 300,000 active; AID 602252;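 active means mean inhibition of at least 30% with at least half of replicates also reaching 30%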;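 further: 0% = DMSO neutral control and 100% = excess unlabeled competitor peptide PRC23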
Cardiac RTF inh = cardiac RTF calcium desensitization; 0.12% of 340,000 active; inhibition, % at 7.15 µM; P19429+P45379; IANBD-labeled cardiac RTF, Ca2+ fluorescence;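 active means inhibition above the mean inhibition of all tested compounds plus 3 SD, cut at about 17% in these data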;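 further: assay run at fixed EC70 calcium of 1.6 mM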
cardiac RTF act = increases calcium sensitivity of human cardiac regulated thin filaments. 0.24% of 340,000 active. IANBD-labeled TnC RTF fluorescence at EC20 calcium; 0% EC20 calcium, 100% full calcium. activation, % at 7.2 µM. P19429+P45379;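 active means activation above the mean over all tested compounds plus 3 SD, cut at about 30% in these data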;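 further: rise in fluorescence read as greater calcium sensitivity of cardiac thin filaments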
MOR-DOR ag = agonists of human mu-delta opioid receptor heterodimerization; cells, OPRM1-OPRD1 heterodimerization, luminescence; 0.3% of 340,000 active; P35372+P41143; activation, % at 9.3 µM; in the data active means activation above about 18%;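 further: 0% = vehicle-treated cells and 100% = reference agonist; values of inactives mirror those of a sister screen read the other way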
Target sequence (P35372 whole entry, looked up): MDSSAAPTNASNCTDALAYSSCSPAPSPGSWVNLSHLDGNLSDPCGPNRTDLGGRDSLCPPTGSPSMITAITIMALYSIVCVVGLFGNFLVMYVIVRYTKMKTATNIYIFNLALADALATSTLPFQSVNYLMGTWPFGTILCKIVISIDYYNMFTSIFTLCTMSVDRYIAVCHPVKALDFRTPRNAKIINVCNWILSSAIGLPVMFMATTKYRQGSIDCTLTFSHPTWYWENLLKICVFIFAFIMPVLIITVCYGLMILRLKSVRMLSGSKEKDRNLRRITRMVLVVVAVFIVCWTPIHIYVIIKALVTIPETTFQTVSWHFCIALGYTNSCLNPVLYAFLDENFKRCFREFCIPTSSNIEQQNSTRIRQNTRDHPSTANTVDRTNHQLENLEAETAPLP
Target sequence (P41143 whole entry, looked up): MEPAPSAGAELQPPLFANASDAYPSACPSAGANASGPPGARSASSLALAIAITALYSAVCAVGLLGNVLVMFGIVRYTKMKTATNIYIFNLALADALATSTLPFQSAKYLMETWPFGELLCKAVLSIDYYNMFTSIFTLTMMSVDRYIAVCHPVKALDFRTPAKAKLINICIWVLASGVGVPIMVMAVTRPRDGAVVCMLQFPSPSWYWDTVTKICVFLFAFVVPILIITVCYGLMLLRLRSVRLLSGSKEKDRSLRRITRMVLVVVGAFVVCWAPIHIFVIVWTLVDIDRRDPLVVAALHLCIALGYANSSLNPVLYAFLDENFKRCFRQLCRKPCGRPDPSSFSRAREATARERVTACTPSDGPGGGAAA
LANA DNA inh = blocks KSHV LANA C-terminal domain binding to DNA; MBP-C-LANA/FAM-LBS DNA binding, fluorescence polarization; inhibition, % at 9 µM; 0.078% of 340,000 active; AID 504423;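 active means highest replicate inhibition at or above 60% at 9 µM, even if other replicates fall short; inactive means all replicates below 60% inhibition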;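 further: 0% = neutral control wells and 100% = 4 µM acridine orange control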
HTR5A ag = counter-screen for OPRM1-OPRD1 agonists: human HTR5A agonism; HTR5A agonist assay, luminescence, cell-based; activation, % at 9.3 µM; 0.61% of 340,000 active; P47898; in the data active means activation mostly above about 9.5%, no sharp cut-off; inactive means mostly below about 7.6%;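 further: 0% = cells with vehicle only and 100% = reference agonist; strong numbers were not always called active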
Keap1-Nrf2 PPI = Keap1-Nrf2 (human) interaction inhibition; Q14145; Keap1 Kelch-Nrf2 peptide fluorescence polarization, 1536-well; inhibition, % at 9.4 µM; 0.15% of 340,000 active; in the data active means inhibition above about 12%;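 further: human Keap1 Kelch domain with fluorescein labeled Nrf2 9mer peptide probe; 0% = neutral control wells and 100% = peptide positive control; higher means more block of Keap1 binding to Nrf2 peptide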
V-ATPase pH = alters yeast V-ATPase proton transport | S. cerevisiae, pHLuorin cytosolic pH fluorescence | response, % at 10 µM | 0.37% of 350,000 active; in the data active means response mostly above about 7.3%, no sharp cut-off; inactive means mostly below about 5.4%; further: actives read high; inactives centre near 0; some compounds called inactive have numbers as strong as hits; reference of the scale not given here
MOR-DOR inv ag = mu-delta opioid heterodimer inverse agonism; P35372+P41143; 0.21% of 340,000 active; AID 504357; inhibition, % at 9.3 µM; cell-based MOR-DOR heterodimer luminescence; in the data active means inhibition above about 22%, passing the limit was not always enough;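 further: 0% = cells with DMSO and 100% = wells without cells with DMSO; values of inactives mirror those of a sister screen read the other way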
* marks the source's active call; other numbers are inactive results; · = no result given.

SMILES	HTR5A inv ctr	CAL PDZ FP	Cardiac RTF inh	cardiac RTF act	MOR-DOR ag	LANA DNA inh	HTR5A ag	Keap1-Nrf2 PPI	V-ATPase pH	MOR-DOR inv ag
O=C(Nc1ccccn1)c1c(O)c2cccc3c2n(c1=O)CCC3	5	-3	1	2	-1.0	-0.7	-3	3	-5	6
COc1ccc(Cn2nnnc2C(c2ccncc2)N2CCOCC2)cc1 (configuration not stated)	-14	-4	-4	-3	-2.7	0.6	-3	-3	-5	16
COc1ccc(C)cc1NS(=O)(=O)c1ccc(Cl)nc1	6	8	-1	1	-0.6	1.4	-2	-2	0	2
COc1cccc(NC(=O)CSc2nc3ccsc3c(=O)n2-c2ccc(C(=O)O)cc2)c1	6	44*	2	0	-1.8	-0.5	0	-1	-1	9
Cc1ccc([C@H]2C(C(=O)O)=CC[C@@H](c3ccc(C)cc3)N2S(=O)(=O)c2ccc(C)cc2)cc1	-27	-6	-7	-2	-1.9	-0.6	8	3	-1	9
CN(C(=O)/C=C/c1ccc2c(c1)OCO2)c1ccccc1	12	-6	-8	-4	-3.6	-1.1	-4	-5	6	17
Cc1cc(C)nc(NCC(O)CNc2ccccc2Cl)n1 (configuration not stated)	2	-1	-1	3	-0.9	0.1	1	2	-2	5
COc1ccccc1CN1CCC(CNS(=O)(=O)c2cc(-c3cc(C)no3)ccc2OC)CC1	-8	0	0	0	-0.8	0.1	-2	-2	0	4
O=C(NN=Cc1ccc2c(c1)OCO2)c1ccccc1	8	-2	4	-3	-2.4	16	-2	0	-4	12
CN1C(=O)C2(C(C#N)=C(N)Oc3n[nH]c(-c4ccc(Cl)cc4)c32)c2ccccc21 (configuration not stated)	-27	-4	9	-2	3.0	-0.4	0	-3	-3	-17
CC(C)c1ccc(OCC(=O)Nc2ccc(OC(F)(F)F)cc2)cc1	-1	-4	-1	-3	2.0	2.6	0	-2	0	-12
Cn1cccc1-c1nc2ccc(NC(=O)c3ccco3)cc2[nH]1	-2	-2	-12	-3	-0.1	0.7	6	1	3	1
COCCN1Cc2cccc(C(=O)NCc3ccc4c(c3)OCO4)c2C1=O	-20	-6	-5	-1	-1.1	0.3	6	-1	1	6
Cc1ccc(OCCNC(=O)CCNS(=O)(=O)c2ccc(Br)cc2)cc1	-11	-4	9	-10	2.5	-1.4	4	-1	2	-17
COc1ccc(C(=O)Nc2cc3c4c(c2)C(C)C(=O)N4CCC3)c(OC)c1 (configuration not stated)	-14	-2	0	-7	1.2	0.3	4	7	-5	-8
Cc1ccnc(NS(=O)(=O)c2ccc(NC(=O)c3cncc(Br)c3)cc2)n1	2	4	-8	-1	-2.3	-1.1	-1	-1	1	14
O=C(O)CSc1ncnc2scc(-c3ccc(Br)cc3)c12	-6	-7	-5	16	-1.7	-1.1	2	-5	1	9
CC1(C)Cc2ccccc2-c2nc3n(c(=O)c21)CCS3	8	2	-6	-2	0.0	-1.3	-3	-7	4	0
O=C(Nc1ccc2nc(-c3ccccn3)c(-c3ccccn3)nc2c1)N1CCOCC1	-4	-3	-9	2	1.0	-3.5	2	1	-2	-6
COc1ccccc1CNC(=O)CCNS(=O)(=O)c1ccc2[nH]c(=O)oc2c1	-3	2	0	5	-3.8	1.3	1	0	-1	20
CC(C)c1nnc(NC(=O)C2CCCCC2)s1	3	·	-3	-2	-1.3	-1.8	-1	0	2	7
COc1ccc(-c2cc(-c3cccs3)c(C#N)c(SCC(=O)NCc3ccco3)n2)cc1	-21	4	3	6	-2.0	0.2	3	-2	-5	12
CCc1c(C)c2ccc(OCC(=O)NCC3CCC(C(=O)O)CC3)cc2oc1=O (configuration not stated)	10	-7	-6	12	-2.4	-1.7	5	-3	5	12
COc1ccc(C(=O)N(CN2CCCC2=O)c2cc(C)on2)cc1OC	4	-2	-8	-5	-0.8	0.3	-2	0	0	4
COc1ccc(/C=N/N(CCC(=O)NC(C)(C)C)C2=NS(=O)(=O)c3ccccc32)cc1	-1	-1	-10	3	1.5	-0.4	0	-8	-1	-7
O=C(CN1CCN(Cc2ccccc2)CC1)Nc1ccccc1	-4	-1	-6	-4	-3.1	2.9	1	3	1	14
O=C1C(=O)N(Cc2cccc([N+](=O)[O-])c2)c2ccccc21	17	-5	-13	-4	-10	0.4	1	-6	3	52*
C[C@H](CO)N1C[C@H](C)[C@@H](CN(C)S(C)(=O)=O)Oc2c(NC(=O)Nc3ccccc3)cccc2C1=O	-2	-2	1	2	-0.7	-0.1	-2	-2	-2	4
Cc1ccsc1CN(C)CC(=O)Nc1ccc([N+](=O)[O-])cc1Cl	-1	-1	-1	-3	3.0	-0.1	1	-3	-2	-22
CCC(=O)N1CCN(c2ccc(NC(=O)c3ccc(C#N)cc3F)cc2Cl)CC1	-25	-2	5	3	-1.5	0.0	8	-5	0	8

As entered above:
Cardiac RTF inh with COc1ccc(-c2cc(-c3cccs3)c(C#N)c(SCC(=O)NCc3ccco3)n2)cc1 : 3
HTR5A inv ctr with O=C(CN1CCN(Cc2ccccc2)CC1)Nc1ccccc1 : -4
LANA DNA inh with CCc1c(C)c2ccc(OCC(=O)NCC3CCC(C(=O)O)CC3)cc2oc1=O (configuration not stated) : -1.7
CAL PDZ FP with C[C@H](CO)N1C[C@H](C)[C@@H](CN(C)S(C)(=O)=O)Oc2c(NC(=O)Nc3ccccc3)cccc2C1=O : -2

Retrieved one by one from the list above, three records:
SMILES	HTR5A inv ctr	CAL PDZ FP	Cardiac RTF inh	cardiac RTF act	MOR-DOR ag	LANA DNA inh	HTR5A ag	Keap1-Nrf2 PPI	V-ATPase pH	MOR-DOR inv ag
CC(C)c1ccc(OCC(=O)Nc2ccc(OC(F)(F)F)cc2)cc1	-1	-4	-1	-3	2.0	2.6	0	-2	0	-12
O=C(O)CSc1ncnc2scc(-c3ccc(Br)cc3)c12	-6	-7	-5	16	-1.7	-1.1	2	-5	1	9
COc1ccc(-c2cc(-c3cccs3)c(C#N)c(SCC(=O)NCc3ccco3)n2)cc1	-21	4	3	6	-2.0	0.2	3	-2	-5	12

Further results
SMILES	HTR5A inv ctr	CAL PDZ FP	Cardiac RTF inh	cardiac RTF act	MOR-DOR ag	LANA DNA inh	HTR5A ag	Keap1-Nrf2 PPI	V-ATPase pH	MOR-DOR inv ag
Cc1ccc(C2CC(=O)NC(SCC(N)=O)=C2C#N)s1 (configuration not stated)	-26	-3	-16	9	-2.0	2.3	2	5	5	10
O=C(Cc1ccc(F)cc1)N1CCC(CC2CC(c3cccc(Br)c3)=NO2)(C(=O)NCC2CCCCC2)CC1 (configuration not stated)	1	-1	1	3	-2.9	1.7	2	-1	-3	17
N#Cc1c(-c2ccc(C(F)(F)F)cc2)cc(-c2ccccc2)[nH]c1=S	20	9	-4	1	0.1	-0.4	-7	3	0	0
O=C(OCc1cc2ccccc2[nH]c1=O)c1ccc([N+](=O)[O-])cc1	-16	-1	4	1	0.2	-0.7	4	-3	1	-1
CN(C)CCCN(C(=O)CCOc1ccccc1)c1nc2ccc(F)cc2s1	-52	-1	2	-1	-1.5	-2.4	18*	-112	1	7
CNc1nc2c(c(=O)n(C)c(=O)n2C)n1Cc1ccccc1	-14	·	-10	4	1.7	0.4	7	-5	-1	-8
Cn1c(N)c(C(=O)COC(=O)C2=COCCO2)c(=O)n(C)c1=O	4	-4	0	4	0.1	-0.4	7	-4	-3	-1
COc1cccc(NC(=O)Cn2nnc(C(=O)NCCc3ccccc3)c2N)c1	-36	-2	-6	-1	1.5	-0.1	6	-3	1	-8
O=C(O)c1nn(CCOc2cccc(Br)c2)c(=O)c2ccccc12	-10	-7	9	-28	0.7	1.6	4	-1	-3	-4
COc1ccc(CCC(=O)Nc2cccc(S(=O)(=O)N3CCCCCC3)c2)cc1	29	-6	-2	-7	-2.6	0.1	-12	-1	0	14

Whole records from above. Order of screens: HTR5A inv ctr | CAL PDZ FP | Cardiac RTF inh | cardiac RTF act | MOR-DOR ag | LANA DNA inh | HTR5A ag | Keap1-Nrf2 PPI | V-ATPase pH | MOR-DOR inv ag
COc1cccc(NC(=O)Cn2nnc(C(=O)NCCc3ccccc3)c2N)c1 across the screens: -36 | -2 | -6 | -1 | 1.5 | -0.1 | 6 | -3 | 1 | -8
O=C(Cc1ccc(F)cc1)N1CCC(CC2CC(c3cccc(Br)c3)=NO2)(C(=O)NCC2CCCCC2)CC1 (configuration not stated) across the screens: 1 | -1 | 1 | 3 | -2.9 | 1.7 | 2 | -1 | -3 | 17

Additional compounds follow.
SMILES	HTR5A inv ctr	CAL PDZ FP	Cardiac RTF inh	cardiac RTF act	MOR-DOR ag	LANA DNA inh	HTR5A ag	Keap1-Nrf2 PPI	V-ATPase pH	MOR-DOR inv ag
Cc1nc(NC(=O)c2cccs2)ccc1Br	2	-1	15	0	-1.6	0.5	-1	-3	1	9
O=C(CN1CCN(Cc2ccccc2Cl)C1=O)NCc1cccnc1	3	-4	7	3	-1.1	-1.8	-1	-6	3	6
CCC(C)(C)n1nnnc1CN1CCc2ccccc21	-12	-1	-11	-2	-0.7	-1.4	8	-3	2	4
COc1ccc(N(C)S(=O)(=O)c2cccc(C(=O)NCC(c3ccco3)N3CCCC3)c2)cc1 (configuration not stated)	-12	0	3	3	0.4	0.3	5	3	0	-2
CCC(C)[C@H](NC(=O)Nc1cccc(Br)c1)C(=O)OC (some centres not stated)	16	-1	1	-6	1.2	2.0	-2	0	0	-6
CN1CCc2c(sc(N)c2C(=O)O)C1	-1	1	9	-1	-0.2	-1.5	0	2	9.6*	1
CC(C)CN(C(=O)CCc1ccccc1)c1c(N)n(CC(C)C)c(=O)[nH]c1=O	-13	-3	3	-6	-0.7	-1.9	4	-10	-1	5
O=C(CC(NC(=O)OCc1ccccc1)C(=O)O)OCc1ccccc1 (configuration not stated)	0	·	-10	0	-1.9	-1.5	2	-3	5	10

Molecules above containing a CF3 group:
SMILES	HTR5A inv ctr	CAL PDZ FP	Cardiac RTF inh	cardiac RTF act	MOR-DOR ag	LANA DNA inh	HTR5A ag	Keap1-Nrf2 PPI	V-ATPase pH	MOR-DOR inv ag
CC(C)c1ccc(OCC(=O)Nc2ccc(OC(F)(F)F)cc2)cc1	-1	-4	-1	-3	2.0	2.6	0	-2	0	-12
N#Cc1c(-c2ccc(C(F)(F)F)cc2)cc(-c2ccccc2)[nH]c1=S	20	9	-4	1	0.1	-0.4	-7	3	0	0

Rows are unselected; about 2.8% have a hit in one of these screens.
